# Compound activity as filed in PubChem.
# DAX1 inh-1: inhibits human nuclear receptor DAX1. P51843. HEK293 Gal4-DAX1 luciferase reporter, luminescence. inhibition, % at 6.75 µM. 340,000 compounds, 0.99% hits. AID 504766;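 active = inhibition above the mean over all tested compounds plus 3 SD, cut at about 4.2% in these data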;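 also: 0% = DAX1-transfected cells with DMSO and 100% = empty-vector control cells with DMSO; inhibition shows as a rise in luminescence from relieved DAX1 repression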
# Target sequence (P51843 207-470 limits assumed): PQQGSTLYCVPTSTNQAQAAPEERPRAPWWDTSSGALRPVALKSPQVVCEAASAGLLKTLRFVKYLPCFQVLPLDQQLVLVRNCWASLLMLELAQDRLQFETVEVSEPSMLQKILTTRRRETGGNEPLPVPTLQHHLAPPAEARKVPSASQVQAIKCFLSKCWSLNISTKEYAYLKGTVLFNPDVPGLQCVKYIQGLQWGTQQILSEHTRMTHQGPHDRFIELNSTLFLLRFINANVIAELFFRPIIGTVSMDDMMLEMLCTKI
# sPLA2-III inh: Inhibits HGIII-sPLA2 liposome hydrolysis, primary screen. inhibition, % at 12.2 µM. 370,000 compounds, 0.56% hits. QFRET BODIPY PC-A2 liposome hydrolysis, fluorescence. Q9NZ20. AID 743126;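 active = inhibition above mean plus 3 SD of compounds lying within the high and low control bounds, cut at about 19% in these data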;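 also: 0% = median of test compound wells and 100% = no enzyme DMSO wells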
# Target sequence (Q9NZ20 whole entry, looked up): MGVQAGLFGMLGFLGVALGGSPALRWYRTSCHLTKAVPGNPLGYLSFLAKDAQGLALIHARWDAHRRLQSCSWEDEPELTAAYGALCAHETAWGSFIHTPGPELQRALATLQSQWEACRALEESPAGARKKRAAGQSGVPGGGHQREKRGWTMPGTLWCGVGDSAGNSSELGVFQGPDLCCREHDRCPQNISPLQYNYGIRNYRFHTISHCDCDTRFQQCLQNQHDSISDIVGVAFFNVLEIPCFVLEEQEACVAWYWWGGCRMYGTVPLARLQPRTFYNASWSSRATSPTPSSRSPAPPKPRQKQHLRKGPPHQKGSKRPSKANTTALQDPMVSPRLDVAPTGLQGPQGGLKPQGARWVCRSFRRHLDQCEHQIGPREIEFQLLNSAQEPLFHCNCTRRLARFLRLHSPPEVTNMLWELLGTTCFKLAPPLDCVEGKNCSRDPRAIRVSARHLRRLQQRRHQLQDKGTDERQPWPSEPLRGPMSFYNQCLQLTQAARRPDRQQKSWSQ
# DAX1 inh-2: inhibitors of DAX1 repression of SF-1 activated StAR promoter | HEK293T StAR-luciferase reporter, SF-1/DAX-1 repression relief | inhibition, % at 6.8 µM | 370,000 compounds, 1.1% hits | AID 652010;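 active = inhibition above the mean over all tested compounds plus 3 SD, cut at about 3.6% in these data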;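 also: 0% = DAX-1 cells with DMSO and 100% = cells lacking DAX-1 with DMSO; higher inhibition means more luminescence from relief of DAX-1 repression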
# GC-B act: GC-B (human) receptor activation; P20594; HEK293-GC-B cells, CNP EC30, cGMP TR-FRET; 0% at EC30 CNP, 100% saturating CNP; activation, % at 10 µM; 370,000 compounds, 0.11% hits; AID 1920062;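 active = activation at 10 µM reaching about 35% in either raw or pattern-adjusted values, limit read from the data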
# GC-A act: GC-A (human) enzyme activation; P16066; HEK293 GC-A cells, cGMP TR-FRET, EC30 ANP; 0% at EC30 ANP, 100% saturating ANP; activation, % at 10 µM; 370,000 compounds, 0.14% hits; in the data active = activation above about 40%
# hgDAF12 agonist: hgDAF-12 agonism, primary luciferase screen; 370,000 compounds, 1.8% hits; activation, % at 6.8 µM; HEK293 GAL4-hgDAF12 UAS-luciferase reporter, agonist luminescence; normalized to butyrate control;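 active = activation above a cutoff set at the mean of all screened compounds plus 3 SD, cut at about 10% in these data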;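 also: 0% = DMSO wells and 100% = sodium butyrate wells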
# ssDAF12 agonist: S. stercoralis DAF-12 activation, primary screen; activation, % at 6.8 µM; HEK293 ssDAF-12/GRIP1 lit1-tk-luc reporter, luminescence; % of 3 µM dafachronic acid response; 370,000 compounds, 1% hits; AID 652126;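 active = activation above the mean over all tested compounds plus 3 SD, cut at about 0.9% in these data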;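 also: 0% = DMSO-only wells and 100% = 3 µM delta7-dafachronic acid wells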
# hcDAF12 agonist: activates DAF-12 receptor from parasite H. contortus; HEK293 hcDAF-12 lit1-tk-luc reporter, luminescence; 0% DMSO, 100% Δ7-dafachronic acid; activation, % at 6.8 µM; 370,000 compounds, 1.4% hits; AID 652067;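 active = activation above the mean of all tested compounds plus 3 SD, cut at about 5.5% in these data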;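 also: 100% = response to 3 µM Δ7-dafachronic acid high control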
# SMARCA2 act: SMARCA2 function activation, primary screen; MG213 cells, MMTV-luciferase reporter, dexamethasone, overnight; activation, % at 9.1 µM; 370,000 compounds, 1% hits; AID 652017; in the data active = activation above about 7.8%;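 also: 0% = vehicle wells and 100% = reference activator wells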
# FXN GAA850 act: activators of GAA850 frataxin (FXN) promoter. AID 540364. 360,000 compounds, 0.56% hits. HEK293 lucGAA850 FXN promoter luciferase reporter, 24 h; percent of 10 µM SAHA response. activation, % at 6 µM;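 active = activation above the average of all compounds screened plus 3 SD, cutoff fixed separately per campaign, cut at about 7.5% in these data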;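 also: 0% = DMSO wells and 100% = 10 µM SAHA wells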
# KLK7 zymogen act: activates the human kallikrein-7 zymogen; P49862; 370,000 compounds, 0.9% hits; activation, % at 7 µM; purified proKLK7, EDANS-DABCYL substrate fluorescence; 100% is mature enzyme control, 0% vehicle;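 active = activation above the mean of all tested compounds plus 3 SD, computed per campaign excluding outliers beyond control limits, cut at about 13% in these data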
# Target sequence (P49862 whole entry, looked up): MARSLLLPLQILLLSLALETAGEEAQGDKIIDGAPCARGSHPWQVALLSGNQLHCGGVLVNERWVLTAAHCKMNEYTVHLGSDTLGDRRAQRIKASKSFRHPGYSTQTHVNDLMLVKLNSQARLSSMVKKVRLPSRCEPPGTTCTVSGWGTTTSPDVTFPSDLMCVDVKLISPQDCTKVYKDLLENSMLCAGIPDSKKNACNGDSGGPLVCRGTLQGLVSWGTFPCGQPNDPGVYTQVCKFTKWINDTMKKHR
# The depositor's hits bear a star; / = not tested or not shown.
SMILES,DAX1 inh-1,sPLA2-III inh,DAX1 inh-2,GC-B act,GC-A act,hgDAF12 agonist,ssDAF12 agonist,hcDAF12 agonist,SMARCA2 act,FXN GAA850 act,KLK7 zymogen act
Cn1c(NC(=O)c2ccc3c(c2)OCO3)cc(=O)n(C)c1=O,1.0,6,-0.1,18,13,2.0,-1.5,-1.8,2,0.4,-0.2
CCCCn1c(N)c(N(CC)C(=O)c2ccc(N3CCCC3=O)cc2)c(=O)[nH]c1=O,0.5,-3,0.0,4,-1,1.2,-0.9,1.4,-1,-0.4,0.7
O=C(Nc1ccc(Cl)cc1)Nc1ccccc1C(=O)O,-1.9,-14,5.3*,3,-1,10,0.2,4.2,3,0.5,0.0
COC(=O)C1=C(C)N(C)C(=NCc2cccc(C(F)(F)F)c2)NC1c1ccccc1 (stereo not given),/,2,-1.2,-8,-7,-1.9,-1.0,1.3,-1,/,-0.2
CCN(CC)C(=O)C(=O)N/N=C/c1ccc(C(=O)O)cc1,-1.0,-3,0.5,4,-1,3.5,-0.9,-0.7,1,1.3,0.6
CCCCOC(=O)c1ccc(NC(=O)c2c(N)n(C)c(=O)[nH]c2=O)cc1,/,9,0.2,-7,3,-1.7,-0.8,-0.7,0,/,-0.7
CCc1cccc(N(C(=O)c2csnn2)C(C(=O)NC(C)(C)CC)c2ccccn2)c1 (stereo not given),3.8,-4,-0.6,-13,-8,-2.6,-1.3,0.0,-4,1.7,-0.1
O=C(CN1CCCCCC1)Nc1ccccc1C(=O)Nc1ccccc1,-0.8,-1,-0.2,3,2,-0.8,-0.8,-0.5,-1,1.3,-0.3
COC1(OC)N=C(N)C2(C#N)C(c3cccc(Oc4ccccc4)c3)C12C#N (stereo not given),2.4,-2,-0.7,1,-1,-2.0,-1.6,-1.7,0,-1.0,-0.8
CCCn1c(-c2cccs2)nc2nc3ccccc3nc21,-0.8,3,-2.5,9,4,1.3,-1.0,1.8,-4,-0.5,41*
COc1ccc(/C=C(\NC(=O)c2ccccc2)C(=O)NCC2CCCO2)cc1 (stereo not given),0.9,-1,0.1,1,-3,-0.3,-1.0,-0.6,4,3.2,-0.8
O=C(COc1ccc(Cl)cc1)NCCSc1ccccc1,0.7,-14,0.3,0,-2,-1.2,-1.3,-1.2,3,1.4,0.2
Cc1cc(/C=N/NC(N)=S)c(O)c(/C=N/NC(N)=S)c1,-0.8,-306,-0.8,1,3,2.2,-1.8,-1.2,-3,-1.5,-46
CCCC1CCC(c2ccc(C(=O)NN)cc2)CC1 (stereo not given),0.8,8,0.7,3,2,2.1,-1.2,-2.3,-3,-0.4,-0.1
CCOc1ccc(C(=O)NC2CCN(C(=O)NCc3ccccc3)CC2)cc1,0.6,5,-0.8,-1,2,-0.2,-1.1,-1.4,3,2.7,0.2
O=C(CCc1ccc(S(=O)(=O)NCc2ccccc2)cc1)N1CCN(Cc2ccc3c(c2)OCO3)CC1,-2.0,2,-0.1,1,-1,2.8,-0.7,0.8,-4,-2.0,-0.1
CCN(CC)CCCNC(=O)c1cn(C)c2ccc(S(=O)(=O)N(C)C3CCCCC3)cc2c1=O,0.9,0,1.4,-1,4,1.7,-1.3,1.2,-2,3.8,-0.7
COc1ccccc1OCC(=O)Nc1cc2c(cc1C(=O)O)OCCCO2,1.1,-3,0.1,0,1,1.2,-0.1,0.8,-1,0.1,0.2
C=CC[n+]1ccc2ccccc2c1C,-0.4,6,0.3,3,2,0.9,-0.7,0.5,-2,-1.2,-0.4
Cn1nnc(NC(=O)c2ccccc2)n1,-0.5,4,-0.1,2,0,-1.1,-1.2,-0.8,0,-1.7,0.6
Cc1onc(-c2ccccc2)c1C(=O)Nc1ccc(S(=O)(=O)N2CCCCC2)cc1,-0.2,-21,0.3,1,0,0.3,-1.8,-3.6,1,-0.7,0.2
Cc1cccc(C(=O)OC2CCOC2=O)c1O (stereo not given),0.3,1,-0.1,0,2,0.0,-1.1,-1.0,-2,3.1,1.2
CCOC(=O)C1CCCN(C(=O)c2ccc3sccc3c2)CC1 (stereo not given),/,1,-0.4,-1,5,2.7,-0.8,1.1,-2,-0.3,0.1
COc1ccc(C2c3[nH]c4ccccc4c3CCN2CCCn2cccn2)c(C)c1C (stereo not given),-0.5,-1,-0.1,-8,-25,5.3,-0.8,5.2,-5,-7.7,27*
COCCn1c(SCc2ccccc2F)nc2ccccc2c1=O,-0.6,6,-0.3,3,-5,0.0,-1.2,2.3,1,2.5,0.3
COc1ccc(NC(=O)c2ccc3[nH]c(C)c(C)c3c2)cc1,-0.2,-36,0.3,-2,2,4.6,-1.5,-2.0,18*,0.9,-0.5
COc1ccc(N2C(=O)CCC2=O)c(OC)c1,0.6,1,0.9,5,1,13*,-0.8,0.7,-6,3.3,-0.2
COc1ccc(-n2c3c(cc(C(=O)NC4CCSC4=O)c2=O)C(=O)CC(C)(C)C3)cc1 (stereo not given),0.6,-10,1.4,1,-3,-2.4,-1.5,-0.6,-4,-0.8,-1.2
Cc1cc(=O)[nH]c(N/N=C/c2ccccc2Cl)n1,-0.9,3,0.2,4,-9,-2.0,-1.6,-1.3,1,3.1,0.2
COC(=O)c1ccc(NC2(C#N)C(=O)Nc3ccccc32)cc1 (stereo not given),-0.4,-3,-1.0,-3,6,0.1,-1.1,-0.2,1,-2.6,0.1
NC(=O)c1c(NC(=O)CSc2nnc(-c3ccco3)n2N)sc2c1CCCC2,0.0,-5,0.8,6,-5,0.6,-1.4,-0.7,0,-0.7,-0.2
COCCCN(CC(=O)Nc1ccc(N2CCOCC2)cc1)S(=O)(=O)c1ccc(Cl)cc1,-1.2,-2,0.9,7,4,0.3,-0.9,-1.2,3,0.1,0.5
CC1(C)CC(O)(CCNCc2ccc3c(c2)OCO3)CCO1 (stereo not given),-0.9,-1,0.1,5,1,-0.8,-1.1,0.8,-4,-2.7,0.1
Cc1ccc(S(=O)(=O)N2Cc3ccccc3CC2C(=O)NC(C)(C)C)cc1 (stereo not given),0.8,0,0.1,-7,-9,-0.8,-0.4,-0.9,-2,0.9,0.2
COc1cc(OC)cc(C(=O)N2CCC(N3CCCCCC3)CC2)c1,0.8,2,-0.4,-3,-4,0.0,-0.9,0.6,0,-2.9,0.2
Cc1cccc(NC(=O)C2CCN(S(=O)(=O)c3ccc(Cl)cc3)CC2)n1,-2.2,-3,-2.7,-9,-3,-3.1,-1.7,1.3,-6,0.9,-0.6
COC(=O)CSc1nc(NC#N)nc(NC(C)(C)C)n1,2.7,1,0.3,2,3,-2.9,-0.8,-1.1,-3,-0.1,0.8
CCC(=O)N[C@@H]1CC(C(C)(C)NC(=O)CC)CC=C1C (stereo not given in full),-2.9,1,0.2,-2,0,1.0,-1.0,1.5,0,2.1,0.6
CCOC(=O)N1CCN(Cc2nc3cc(NC(=O)c4ccco4)ccc3n2C)CC1,0.5,3,-0.2,1,0,-0.3,-1.3,2.1,1,0.8,-0.2
COc1ccc(S(=O)(=O)Nc2ccccc2C(=O)NCc2ccco2)cc1,0.1,-7,-0.6,5,0,0.2,-1.1,-0.7,1,0.8,-5.9
CC(NC(=O)CSC(=S)N(C)C)C12CC3CC(CC(C3)C1)C2 (stereo not given),1.4,-1,-0.5,0,1,2.2,-1.1,0.0,2,9.4*,-0.5
O=S1(=O)CCC(N=Nc2c(O)n(Cc3ccccc3)c3ccccc23)C1 (stereo not given),-1.0,-14,-0.6,4,-7,-5.4,-1.4,-2.6,-4,-0.1,0.3
Cc1ccc(N(C)S(=O)(=O)c2ccc3[nH]cc(C(=O)NCCCN4CCOCC4)c(=O)c3c2)cc1C,0.3,1,-0.1,-1,-3,-0.4,-0.4,-0.5,-3,0.5,0.3
CCC/C(=C1/c2ccccc2C(=O)N1c1ccccc1)c1c(C)noc1C,/,-1,-0.4,1,-3,4.5,-0.8,-0.5,-3,/,-0.3
OCC(C#CCN1CCCCC1)NCc1ccccc1 (stereo not given),-0.5,-5,0.5,0,1,2.1,-0.2,-0.3,-2,1.8,-0.2
Cc1ccc(S(=O)(=O)N2CCN(C(=O)CCC(=O)Nc3ccc(F)cc3F)CC2)cc1,0.0,-16,0.0,-1,2,-4.2,-1.2,-1.9,-1,0.1,-1.1
CC(C)N1C(=O)C(=O)N(CC(=O)N2CCc3ccccc32)C1=O,1.0,8,0.9,2,1,1.8,-1.1,0.2,-2,1.3,0.1
S=C(NCC1CCCO1)c1ccc(Br)cc1 (stereo not given),0.9,5,-0.3,4,3,-0.4,-0.8,-1.3,0,2.1,-0.1
CC(=O)OC(C(=O)NC1CCCCC1)c1ccccc1Cl (stereo not given),-1.2,11,0.8,-3,-3,-2.4,-1.4,-1.7,2,1.5,0.2
C[C@@H]1CN([C@@H](C)CO)S(=O)(=O)c2ccc(Br)cc2O[C@H]1CN(C)C(=O)CN(C)C,1.2,3,1.1,0,2,-0.5,-0.7,-1.2,-3,0.4,-0.3
O=C(Nc1ccc(Br)cc1)c1cc(-c2ccc3c(c2)OCO3)on1,-1.0,-2,0.4,0,-1,-0.4,-0.3,-0.6,1,2.2,-0.4
CN[C@H]1C[C@H]2c3[nH]c4cccc(-c5ccccc5)c4c3CCN2C[C@H]1[C@H](C)O,/,-5,-0.8,-5,0,1.5,-0.2,-2.5,3,/,-2.9
O=c1cc(Nc2ccc3c(c2)OCO3)[nH]c(=O)n1-c1ccc(Br)cc1,-0.1,-5,-0.3,2,6,0.3,-1.1,-1.3,-2,-1.4,-1.4
CCC(C)c1ccc(NC(=O)C2CC3CCC2C3)cc1 (stereo not given),4.7*,-4,1.1,1,-5,7.0,-1.3,0.7,7,3.6,-0.3
Cc1[nH]c2ccc(F)cc2c(=O)c1SC(F)(F)C(F)C(F)(F)F (stereo not given),0.9,0,-1.5,1,0,3.1,-1.5,-1.1,-4,0.6,-2.8
CC(=O)c1ccc(N2CCN(C(=O)C(=O)c3cn(CC(=O)N4CCOCC4)c4ccccc34)CC2)cc1,-0.1,-15,-0.2,-1,4,-3.2,-1.1,-1.3,-1,0.5,-0.8
COc1ccc2[nH]c(C(=O)O)c(NS(=O)(=O)c3ccc(Cl)s3)c2c1,-0.2,-30,-0.3,0,1,-0.6,-1.3,2.1,3,-0.9,0.5
CC(C)OC(=O)C1C2C=CC3(CN(CC4CCCO4)C(=O)C13)O2 (stereo not given),2.9,4,-0.2,0,3,-0.1,-1.1,-1.7,3,-1.4,0.1
CC(C)C[C@H](NC(=O)c1nc[nH]c1C(=O)N1CCN(c2ccccc2)CC1)C(=O)OC(C)(C)C,-0.4,-19,-0.4,-3,0,2.1,-1.6,-2.1,0,-0.7,0.2

# Compound profiles, from the list above. Values in the order: DAX1 inh-1 | sPLA2-III inh | DAX1 inh-2 | GC-B act | GC-A act | hgDAF12 agonist | ssDAF12 agonist | hcDAF12 agonist | SMARCA2 act | FXN GAA850 act | KLK7 zymogen act
# Record of CC(C)C[C@H](NC(=O)c1nc[nH]c1C(=O)N1CCN(c2ccccc2)CC1)C(=O)OC(C)(C)C : -0.4 | -19 | -0.4 | -3 | 0 | 2.1 | -1.6 | -2.1 | 0 | -0.7 | 0.2
# Record of C[C@@H]1CN([C@@H](C)CO)S(=O)(=O)c2ccc(Br)cc2O[C@H]1CN(C)C(=O)CN(C)C : 1.2 | 3 | 1.1 | 0 | 2 | -0.5 | -0.7 | -1.2 | -3 | 0.4 | -0.3
